CAL PDZ FP-1 – blocks peptide binding to human CAL PDZ domain. purified CAL PDZ, TMR-peptide fluorescence polarization, 1 h. inhibition, % at 20 µM. 330,000 tested, 0.02% active. AID 504414;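 active = highest replicate inhibition of at least 40%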;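 also: plate controls were DMSO neutral control wells for no effect and unlabeled competitor peptide control wells for full effect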
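Test system: tagged CAL PDZ domain / Buffer or medium: sodium phosphate/NaCl buffer pH 7.4 with TCEP, IgG, Thesit / Reagent: TMR-labelled reporter peptide T*-PRC34 bound in PDZ groove / Compound dosing: single point, 20 µM / Schedule: 1 h incubation at room temperature before polarization reading / Technique: fluorescence polarization (mP) / Benchmarks: unlabelled peptide, DMSO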
dFosB activator – mouse delta FosB homodimer activation; AID 493131; activation, % at 25 µM; P13346; purified delta FosB, TAMRA-CDK5 oligo fluorescence polarization; percent of positive-control signal above neutral wells; 340,000 tested, 0.99% active;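 active = mean activation above about 17%, with every replicate also reaching it, limit read from the data, passing the limit was not always enough; inconclusive = only one of the two conditions met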;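 also: fluorescence polarization rise as delta FosB binds a TAMRA Cdk5 AP-1 oligo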
CDK5 inh – CDK5/p35 (human) kinase inhibition | AID 488839 | Recombinant CDK5/p35, ADP-Glo luminescence, 60 min | 330,000 tested, 0.01% active | inhibition, % at 10 µM;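 active = highest replicate inhibition of at least 50% and at least 75% of replicates reaching 50%; inconclusive = only one of the two criteria met; inactive = both criteria failed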;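 also: plate controls were DMSO neutral control for no effect and GW8510 at 10 µM for full effect; many of its hits are not listed in these tables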
Target sequence (Q00535 whole entry, looked up): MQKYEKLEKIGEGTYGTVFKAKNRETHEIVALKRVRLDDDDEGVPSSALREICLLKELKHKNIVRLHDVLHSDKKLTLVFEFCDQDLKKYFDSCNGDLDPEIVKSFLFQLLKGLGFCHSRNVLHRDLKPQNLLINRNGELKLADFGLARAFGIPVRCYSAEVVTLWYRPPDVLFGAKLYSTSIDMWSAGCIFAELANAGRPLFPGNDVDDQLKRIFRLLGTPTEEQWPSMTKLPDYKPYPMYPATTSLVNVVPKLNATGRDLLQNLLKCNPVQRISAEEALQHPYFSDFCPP
Target sequence (Q15078 whole entry, looked up): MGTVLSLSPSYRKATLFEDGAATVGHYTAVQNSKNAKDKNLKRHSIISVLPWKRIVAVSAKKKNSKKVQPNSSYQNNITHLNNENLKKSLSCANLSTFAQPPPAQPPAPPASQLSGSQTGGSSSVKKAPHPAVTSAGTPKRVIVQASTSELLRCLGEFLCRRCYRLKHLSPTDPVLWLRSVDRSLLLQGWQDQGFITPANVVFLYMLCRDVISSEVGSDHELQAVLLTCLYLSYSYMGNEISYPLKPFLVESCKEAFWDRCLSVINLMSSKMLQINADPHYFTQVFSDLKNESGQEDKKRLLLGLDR
Tat transport – blocks Tat-dependent protein export in E. coli | E. coli MC4100 TorA-mCherry Tat export, fluorescence | inhibition, % at 10 µM | 340,000 tested, 0.036% active | AID 488895;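 active = mean replicate inhibition at least 50% and at least half of replicates individually reaching 50%; inconclusive = only one of the two criteria met; inactive = neither criterion met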;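 also: exported cargo escapes ClpAP degradation while cytoplasmic cargo is degraded and loses fluorescence; 0% = median of neutral control wells and 100% = median of NaSCN control wells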
MITF TRPM1 HTS – increases MITF-driven TRPM1 promoter luciferase signal. SK-MEL-5 TRPM1-promoter luciferase, 24 h; % of positive control, neutral wells = 0. activation, % at 12.5 µM. 300,000 tested, 0.75% active;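 active = mean activation of at least 80% with every replicate also reaching 80%; inconclusive = mean reaches 80% but some replicate falls short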;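 also: 0% = neutral control wells and 100% = parthenolide positive control wells; values of inactives mirror those of a sister screen read the other way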
Rtt109 HAT inh – C. albicans Rtt109 histone acetyltransferase inhibition | purified Rtt109/Vps75, ThioGlo CoA-SH fluorescence, 4 h | AID 540336 | Q5AAJ8 | 330,000 tested, 0.16% active | inhibition, % at 34.9 µM;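 active = inhibition of at least 50% in every replicate; inconclusive = best replicate reaches 50% inhibition but some replicates fall short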
Target sequence (Q5AAJ8 whole entry, looked up): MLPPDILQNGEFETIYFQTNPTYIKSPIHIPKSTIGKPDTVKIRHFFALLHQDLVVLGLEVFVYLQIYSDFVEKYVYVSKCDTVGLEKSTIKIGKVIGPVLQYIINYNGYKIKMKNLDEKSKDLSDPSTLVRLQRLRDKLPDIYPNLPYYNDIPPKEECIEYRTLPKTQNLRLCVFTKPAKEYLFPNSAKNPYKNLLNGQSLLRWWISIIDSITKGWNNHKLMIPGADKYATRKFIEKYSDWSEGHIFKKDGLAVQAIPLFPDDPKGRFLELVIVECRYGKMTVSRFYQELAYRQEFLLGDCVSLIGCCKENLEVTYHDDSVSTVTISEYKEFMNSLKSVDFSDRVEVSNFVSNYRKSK
Wnt act – Wnt/beta-catenin pathway activation; AID 743398; Wnt/beta-catenin reporter cell assay, activator, plate reader; 300,000 tested, 1.2% active; activation, % at 9.35 µM; in the data active = activation above about 30%, passing the limit was not always enough; inconclusive = no clear call, values can overlap the other calls;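 also: 0% = neutral control wells and 100% = positive control wells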
CAL PDZ FP-2 – blocks peptide binding to the human CAL PDZ domain. Q9HD26. purified CAL PDZ, TMR-peptide fluorescence polarization, 1 h. inhibition, % at 24.9 µM. 300,000 tested, 0.92% active. AID 602252;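 active = mean inhibition of at least 30% with at least half of replicates also reaching 30%; inconclusive = no clear call, values can overlap the other calls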;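 also: 0% = DMSO neutral control and 100% = excess unlabeled competitor peptide PRC23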
RTF Ca sens act – increases calcium sensitivity of human cardiac regulated thin filaments | P19429+P45379 | IANBD-labeled TnC RTF fluorescence at EC20 calcium; 0% EC20 calcium, 100% full calcium | activation, % at 7.2 µM | 340,000 tested, 0.24% active | AID 493008;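 active = activation above the mean over all tested compounds plus 3 SD, cut at about 30% in these data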;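 also: rise in fluorescence read as greater calcium sensitivity of cardiac thin filaments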
V-ATPase pH – alters yeast V-ATPase proton transport. S. cerevisiae, pHLuorin cytosolic pH fluorescence. response, % at 10 µM. 350,000 tested, 0.37% active; in the data active = response mostly above about 7.3%, no sharp cut-off; inactive = mostly below about 5.4%; also: actives read high; inactives centre near 0; some compounds called inactive have numbers as strong as hits
Active calls of the source: *; ? = inconclusive; . = not tested or not shown.

SMILES	CAL PDZ FP-1	dFosB activator	CDK5 inh	Tat transport	MITF TRPM1 HTS	Rtt109 HAT inh	Wnt act	CAL PDZ FP-2	RTF Ca sens act	V-ATPase pH
O=C(NCCc1ccc(F)cc1)Nc1ccc2c(c1)OCO2	-1.7	9	0.0	0	20	6	48*	-2	0	-1
COc1ccc(C(=O)Nc2c(-c3cccs3)c(=O)c3ccccc3n2C)cc1	-2.3	2	1.3	3	-10	11	-1	5	7	1
CCNC(=O)C(=O)NCC1OCCCN1S(=O)(=O)c1cccs1 (configuration not stated)	-1.3	-1	0.2	-2	-1	-5	.	1	4	-1
Cc1cccc(-c2ocnc2C(=O)N2CCN(C(=O)c3cccs3)CC2)c1	-3.9	-13	0.0	-8	-2	1	-4	-5	2	-3
CC(=O)Nc1ccc(N(C)S(C)(=O)=O)cc1	0.0	2	0.5	3	.	-2	-8	-5	3	4
CC(C)C(OC(=O)c1cccs1)C(=O)NCc1ccco1 (configuration not stated)	-2.1	-3	-0.3	4	.	10	.	-3	4	-5
CCc1ccc(-c2cc(C)no2)cc1S(=O)(=O)NCc1ccccc1OC	-2.4	-15	2.2	-1	-7	2	-3	22	3	1
C/C(=N\NC(=O)c1c(C)nc2ccccn12)c1ccc(O)cc1O	-5.9	-5	0.7	0	-48	-3	-1	.	2	-3
Cc1ccc(C(=O)NCCNC(=O)c2cccnc2)cc1	-4.2	1	-1.8	-1	-1	-6	-1	-3	-4	3
O=C1NC(c2cccs2)Nc2ccccc21 (configuration not stated)	-1.9	-12	1.4	-2	.	2	0	-1	5	1
Cc1nn(C)cc1C(N)=O	1.4	2	-0.9	-3	11	5	0	-7	-6	-3
O=C(Nc1nnc(-c2ccncc2)s1)C1CCCO1 (configuration not stated)	-1.0	-2	0.6	-11	11	23	.	.	0	1
CCC(C)(O)c1[nH]c2ccc(C(F)(F)F)cc2c1C (configuration not stated)	1.0	1	0.0	-2	1	10	0	-2	-11	16
Cc1n[nH]c(=O)c2c(NC(=O)CSc3nnnn3-c3ccccc3)oc(C)c12	-3.0	3	1.6	-14	-7	27	-1	2	-5	1
COc1ccccc1/C=C/C=N/NC(=O)CCn1nnc2ccccc21	-2.3	-7	0.1	4	9	3	6	3	-3	-1
COc1ccc2c(c1)c1nc3ccccc3nc1n2CCn1c(=O)oc2ccccc21	-1.3	-8	-2.4	-2	-16	2	-3	.	12	-5
[O-][n+]1cccc2cccc(O)c21	-0.1	3	-1.3	-2	-7	-5	-2	49*	6	1
Cc1ccc(CNC(=O)c2ccc3c(c2)NC(=O)CS3)cc1	-3.1	-2	-1.3	-2	-10	-2	0	-3	-2	2
CCC(=NCCN1CCNCC1)C1=C(O)CC(C)(C)CC1=O	0.2	-3	-1.2	1	7	-5	-1	0	0	-2
Cc1ccc(C(=O)CC(=O)COc2ccc(Cl)cc2)cc1	-3.0	-9	2.0	-6	22	-4	0	-2	-7	4
Cc1cc(C)c2cc(CN(Cc3nnnn3Cc3ccc(F)cc3)C3CCCC3)c(=O)[nH]c2c1	-2.9	-15	1.0	1	-9	-5	.	.	9	0
[O-]/[N+](=N\Nc1ccc(Cl)cc1)c1ccccc1	-0.8	-4	0.8	-6	75	17	3	-4	3	-1
CCOCCn1c(CN2CCCCC2)nc2c1c(=O)n(C)c(=O)n2C	-0.1	1	2.4	-7	.	-3	-4	.	-1	-5
COc1cc(/C=C/C(C)=NNc2ccccc2)ccc1O	-0.7	-1	1.5	0	-1	2	-2	.	-5	-2
O=C(/C=C/c1ccco1)Nc1ccc(N2CCCC2)cc1	0.6	41*	1.1	-3	42	-3	.	-2	8	-5
Cc1ccc(Oc2ccc(S(=O)(=O)Nc3ccc(C(=O)O)cc3)cc2)cc1	-2.0	-3	0.1	-7	-9	-5	-2	-6	1	-1
O=C1CSC(=Nc2ccc(Cl)cc2)N1Cc1cccnc1	0.3	0	0.7	1	.	10	0	-4	0	-1
Nc1c2c(nc3c1CCCC3)CCCC2 (tested in a mixture with another compound)	-0.6	0	2.3	-5	.	-7	1	-3	-6	-3
O=C(Nc1ccc([N+](=O)[O-])cc1)OCCc1ccccn1	-2.2	8	0.1	3	?	.	9	-1	1	1
CCOC(=O)C(C)n1nc(-c2ccccc2)c2ccccc2c1=O (configuration not stated)	-3.5	-11	1.1	1	-7	2	2	-4	6	1
COC(=O)c1cc2oc3ccccc3c2n1CC(=O)N1CCCc2ccccc21	-0.5	5	2.0	-6	.	-1	-4	.	-1	-5
CCN(CC(=O)Nc1ccc(NC(C)=O)cc1)C(=O)c1cccnc1Sc1ccc(C)c(C)c1	-1.0	-7	0.0	-3	-5	-5	-7	.	2	-2
COc1cc2oc(=O)ccc2cc1[C@@H](O)[C@@H]1OC(C)(C)OC1(C)C	-0.3	3	0.1	-1	0	-4	1	-1	-2	0
CC(C)Nc1ncnc2c1cnn2Cc1ccccc1Cl	-2.0	5	1.0	0	-3	15	1	2	-7	-2
COc1cc2c3c(c1)C1(C(=O)N3C(C)(C)C=C2C)C(C#N)=C(N)Oc2cc(O)ccc21 (configuration not stated)	1.2	-4	1.1	-3	-19	21	.	4	-5	-5
O=C(CN1/C(=C(/O)c2ccccc2)C(=O)c2ccccc2S1(=O)=O)c1ccccc1	-1.9	-6	3.1	-3	-5	22	.	-1	2	-5
CC(C)NC(=O)c1ccccc1NC(=O)/C=C/c1ccc([N+](=O)[O-])cc1	0.2	2	-0.2	-9	-7	-1	.	.	5	-1
CC(Sc1nncn1C)C(=O)Nc1nnc(-c2ccccc2)s1 (configuration not stated)	-0.2	-2	-0.1	-5	42	-3	14	-5	1	-3
COc1ccc(N2C(=NC(=O)c3ccccc3)SC3CS(=O)(=O)CC32)cc1 (configuration not stated)	-0.7	2	0.3	-8	3	10	0	3	2	-3
COc1ccc(NC(=O)CC2C(=O)N(c3ccc(F)cc3)C(=S)N2NC(=O)c2ccccc2)cc1 (configuration not stated)	-1.1	1	0.0	-3	-12	-13	1	6	0	3
C=CCOc1ccc(CNc2nccs2)cc1	-1.8	-6	-1.0	1	47	-5	7	-3	6	1
Cc1nc(SCC(=O)c2ccccc2)c(C#N)c(-c2ccco2)c1C(=O)NCc1ccco1	-2.4	-5	0.3	-1	-6	-1	.	-3	-2	0
Cc1cccc2cc(CN(Cc3ccco3)C(=O)c3ccncc3)c(=O)[nH]c12	-0.4	0	0.4	1	-13	3	.	-1	6	0
CCOC(=O)C1=C(C)NC(C)=C(C(=O)OCC)C1c1ccc(C)o1	-0.9	-2	0.2	1	5	-5	-4	74*	6	-1
CCCCC1=CC2=CC(=O)C(C)(OC(=O)CC)C(=O)C2=CN1CCOC (configuration not stated)	-0.1	1	-0.4	2	3	5	.	-4	15	0
Nn1c(-c2ccccn2)nnc1-c1ccccn1	-3.0	-7	-0.2	0	65	7	0	1	-6	1
c1ccc2c(c1)CCc1c-2nc2ccccc2c1N1CCOCC1	-1.7	-4	1.5	15	.	1	-1	-6	1	2
Cc1cccc(C(=O)Nc2cc(NC(=O)c3cccs3)ccc2C)c1	-0.9	-3	-2.1	-3	.	-2	1	0	1	1
CN(C(=O)c1ccc(F)c(S(=O)(=O)N2CCOCC2)c1)C1CCCCC1	-0.6	-5	-0.6	-1	1	-11	-2	2	3	1
COc1cc(-c2cc[n+](C)cc2)ccc1O	-0.1	-2	1.0	2	20	7	3	-3	2	15
COc1ccc(OCc2cc(C(=O)N(C)C(C)c3ccon3)no2)c(Cl)c1 (configuration not stated)	-2.8	-8	-1.7	0	69	-8	19	0	3	-3
O=C(Nc1ccc(Br)cc1)c1ccccc1Br	-2.2	-4	0.1	0	101*	8	8	-1	-5	2
CCOC(=O)NC(=O)/C(C#N)=N\Nc1cccc(OC)c1	0.6	-5	1.2	-5	7	1	5	-2	-5	-1
COc1ccc(NC(C)=O)cc1S(=O)(=O)Nc1cccc(S(=O)(=O)NC2=NCCC2)c1	0.8	13	0.9	2	4	-7	-2	-6	1	4
Cc1ccc2nc(N(CCCN(C)C)C(=O)c3ccc(Br)s3)sc2c1	-2.6	-28	1.3	-2	2	30	2	11	2	5
Cc1ccccc1NC(=O)N1C2CCCC1CC(NC(=O)C(C)(C)C)C2 (configuration not stated)	0.3	3	-0.5	-5	14	-9	-2	-4	-3	1
Cc1[nH]c2ccccc2c1/C=N/NC(=O)CCC(=O)Nc1ccccc1	-1.6	-10	3.2	-15	-13	4	-9	-2	6	-2
CC(C)(CNC(=O)c1cccc(S(=O)(=O)Nc2ccc(Br)cc2)c1)N1CCOCC1	-0.4	-1	0.4	3	-8	-4	-1	.	7	-3
NC(=O)C(=O)NN=C1C2CC3CC(C2)CC1C3	0.1	1	0.6	4	13	0	-2	1	3	1
CC1=NOC2(C1)/C(=N/O)CCC/C2=N\O (configuration not stated)	.	-4	-0.3	6	3	-1	-4	-2	5	7
Further structures follow.
SMILES	CAL PDZ FP-1	dFosB activator	CDK5 inh	Tat transport	MITF TRPM1 HTS	Rtt109 HAT inh	Wnt act	CAL PDZ FP-2	RTF Ca sens act	V-ATPase pH
CC(C)(Oc1ccc(Br)cc1)C(=O)N1CCc2ccccc21	-2.9	1	0.7	1	22	-9	.	.	4	1
O=C(NCCCN1CCN(CCCNC(=O)c2cc([N+](=O)[O-])ccc2Cl)CC1)c1cc([N+](=O)[O-])ccc1Cl	0.2	2	0.8	13	5	0	-1	0	5	-3
Cc1cccc(OCc2n[nH]c(=S)n2Cc2ccccc2)c1	-1.7	-2	1.6	-5	-5	6	-3	-2	-4	-2
CCOC(=O)c1c(C)[nH]c(C(=O)Cn2nnc(-c3ccccc3Cl)n2)c1C	-1.7	-7	-1.9	-4	41	-2	.	-2	-4	-4
CN(C)c1ccc(/C=[N+](\[O-])C2SC(=S)N(C)C2(C)C)cc1 (configuration not stated)	.	1	-0.1	2	-1	9	.	-7	6	-5
COc1cc(NC(=O)c2ccc(C(C)(C)C)cc2)c(OC)cc1NC(=O)CN1CCCCC1	-1.0	-12	-1.0	14	12	7	-35	-1	5	3
CN(c1ncnc(N)c1[N+](=O)[O-])C1CCS(=O)(=O)C1 (configuration not stated)	11	6	1.5	3	34	5	-6	4	0	0
COc1ccc(C(=O)OCC(=O)Nc2ccc(OC(F)F)cc2)c(OC)c1	-0.9	-13	2.8	8	7	-4	.	2	-1	-4
Cc1ccccc1C1CC(c2ccc(F)cc2)Nc2nc(N)nn21 (configuration not stated)	-0.2	-7	3.1	8	5	12	-4	-1	-3	0

Entries from the list above that contain a tert-butyl group, in the order listed:
SMILES	CAL PDZ FP-1	dFosB activator	CDK5 inh	Tat transport	MITF TRPM1 HTS	Rtt109 HAT inh	Wnt act	CAL PDZ FP-2	RTF Ca sens act	V-ATPase pH
Cc1ccccc1NC(=O)N1C2CCCC1CC(NC(=O)C(C)(C)C)C2 (configuration not stated)	0.3	3	-0.5	-5	14	-9	-2	-4	-3	1
COc1cc(NC(=O)c2ccc(C(C)(C)C)cc2)c(OC)cc1NC(=O)CN1CCCCC1	-1.0	-12	-1.0	14	12	7	-35	-1	5	3

Random draw from the library; about 4.1% have a hit in one of these screens.
